GRP78 ERSR act: induces the endoplasmic reticulum stress response in human glioma cells; hit rate 0.02% among 420,000; U87-MG GRP78 promoter luciferase reporter, 16 h; Potency, µM, inactives show at the top dose activation, usual class: activators; also: potency is read from the fitted curve at half-maximal effect; series mostly up to about 76 µM; % of control where 0% means no effect; nearly all actives have a fitted effect of over 35% in size
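ERSR induction read as luciferase luminescence (Bright-Glo, 10 min at room temperature) in stably transfected human U87-MG glioma cells exposed to compounds for 16 h, using GRP78 as sensor.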
Vif-A3G inh: inhibitors of Vif-APOBEC3G interaction; HeLa A3G-eYFP + Vif (tagged APOBEC3G with the HIV-1 protein that degrades it), YFP fluorescence, overnight; Potency, µM (titrated, usually from 46.1 µM), for inactives: top-dose activity, negative = active, most hits filed as inhibitors; hit rate 0.076% among 410,000; Q9HC16;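 also: potency is read from the fitted curve at half-maximal effect; % is scaled to controls: 0 for no effect and ±100 for the full control effect; nearly all actives have a fitted effect of over 60% in size; hits raise eYFP signal because A3G escapes Vif-driven loss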
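Read-out is eYFP fluorescence (Ex 488/Em 500-530) from Vif-expressing HeLa A3G-eYFP cells; more signal means A3G escaped Vif-mediated degradation. Cells plated overnight, compound pinned in, incubated overnight at 37 deg C.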
ERG-DNA inh: inhibitors of human ERG Ets domain-DNA interaction; P11308; fluorescence polarization, His-ERG Ets domain / labelled DNA; Potency, µM (doses to about 76.9 µM), without a hit: top-dose FP activity, negative = inhibition, hits mostly inhibitors; hit rate 0.028% among 370,000; AID 624246; active = well fitted inhibition curve with a large enough effect in the polarisation, with a control signal flat; inconclusive = small, poorly fitted or top-dose-only effect, or effect the other way, or a change in a side signal; inactive = no such curve, though single readings can be large or run the other way; the % refers to the polarisation;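 also: polarization taken with two DNA probes labelled with fluorescein and Texas red; potency is read from the fitted curve at half-maximal effect; % of control where 0% means no effect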
Target sequence (P11308 whole entry, looked up, the tested form may be a part): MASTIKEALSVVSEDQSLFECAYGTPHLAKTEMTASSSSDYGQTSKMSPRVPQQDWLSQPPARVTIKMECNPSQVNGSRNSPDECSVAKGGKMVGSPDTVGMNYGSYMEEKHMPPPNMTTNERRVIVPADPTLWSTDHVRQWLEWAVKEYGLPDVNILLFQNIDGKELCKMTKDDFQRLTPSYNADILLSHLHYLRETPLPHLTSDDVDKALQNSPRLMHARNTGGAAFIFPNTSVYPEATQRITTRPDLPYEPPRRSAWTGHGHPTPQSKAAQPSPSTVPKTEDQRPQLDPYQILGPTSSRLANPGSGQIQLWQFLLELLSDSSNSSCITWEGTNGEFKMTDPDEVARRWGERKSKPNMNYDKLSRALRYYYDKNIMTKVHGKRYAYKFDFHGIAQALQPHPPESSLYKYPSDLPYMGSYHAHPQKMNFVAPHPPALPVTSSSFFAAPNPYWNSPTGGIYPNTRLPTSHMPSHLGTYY
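His-tagged ERG Ets domain (1 uM in the protein solution; 300mM KCl, 50mM Tris-HCl, 1mM EDTA, 1mM DTT, pH 7.5) received compound, then a probe mix of 5 nM fluorescein-DNA and 100nM Texas-615-DNA. Fluorescence polarization was read for both dyes.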
D2 antag: antagonizes the human D2 dopamine receptor; P14416; HEK293 TREx D2 cells, calcium flux, dopamine EC80; inhibition, % at 10 µM; hit rate 2% among 340,000; AID 485344; in the data active = inhibition above about 30%; also: 0% is about no effect
Target sequence (P14416 whole entry, looked up): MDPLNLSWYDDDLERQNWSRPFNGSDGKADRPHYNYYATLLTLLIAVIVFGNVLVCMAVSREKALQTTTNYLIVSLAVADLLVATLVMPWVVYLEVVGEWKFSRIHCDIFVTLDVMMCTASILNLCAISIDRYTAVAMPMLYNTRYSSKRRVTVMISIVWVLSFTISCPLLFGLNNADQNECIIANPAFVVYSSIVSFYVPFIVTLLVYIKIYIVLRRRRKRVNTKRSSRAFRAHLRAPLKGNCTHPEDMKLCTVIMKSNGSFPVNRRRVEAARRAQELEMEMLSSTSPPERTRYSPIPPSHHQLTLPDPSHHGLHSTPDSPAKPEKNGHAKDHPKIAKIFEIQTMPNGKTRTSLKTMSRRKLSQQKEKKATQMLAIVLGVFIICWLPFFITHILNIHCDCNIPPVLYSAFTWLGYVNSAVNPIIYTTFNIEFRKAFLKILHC
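Tetracycline-induced HEK293 TREx cells expressing D2 receptor forced-coupled to calcium signalling, loaded with no-wash calcium dye. Compounds added and calcium flux read 180 s, then dopamine added at EC80 and read a further 180 s.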
12-LOX inh: blocks human arachidonate 12S-lipoxygenase; P18054; purified 12hLO, xylenol orange hydroperoxide absorbance; Potency, µM (titrated, usually from 108 µM), inactives show at the highest dose activity change, negative = inhibition, actives largely listed as inhibitors; hit rate 1.1% among 580,000; AID 1671190; also: potency is read from the fitted curve at half-maximal effect; % is scaled to controls: 0 for no effect and ±100 for the full control effect
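Purified human 12hLO (150 nM final) in 25 mM Hepes, 0.01% Triton X-100, pH 7.0 was preincubated 15 min at room temperature with compound. Then 40 uM arachidonic acid was added, 30 min. Hydroperoxide was read by Fe-XO absorbance ratio 573/405 nm.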
RGS4 inhibitor: human RGS4 inhibition. P49798. Transcreener GDP fluorescence polarization, RGS4-accelerated GTP hydrolysis. Potency, µM (highest dose often 114 µM), inactives show top-dose activity change, negative = inhibition, usual class: inhibitors. hit rate 0.039% among 390,000. AID 504845; also: potency is read from the fitted curve at half-maximal effect; % is scaled to controls: 0 for no effect and ±100 for the full control effect; nearly all actives have a fitted effect of over 75% in size; some results filed as inactive show a strong effect at the top dose
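MLSMR compounds (23 nl, pin-transferred) preincubated 10 min at room temperature with a 500nM (2x) first reagent, then RGS4 at 900nM (2x) plus Transcreener GDP mix added; fluorescence polarization (620/688 nm) read before and after 90 min at 30 °C.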
LDHA block: blocks human lactate dehydrogenase A; P00338; purified LDHA, NADH/diaphorase-resazurin fluorescence; hits give low values; activity change, % (values are at about 110 or 230 µM); hit rate 0.15% among 480,000; in the data active = activity change below about -30%; inconclusive = mostly about -25% to -30%;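 also: plate controls were DMSO wells for no effect and wells without enzyme for full effect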
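Human LDH5 (2 nM) was incubated with 0.06 mM NADH and 0.2 mM pyruvate for 5 min at room temperature in Tris pH 7.4. Remaining NADH was coupled through diaphorase/resazurin, and resorufin fluorescence was read at 0 and 20 min.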
Vif-A3F inh: blocks the Vif interaction with APOBEC3F; HeLa A3F-eYFP + Vif (tagged APOBEC3F with the HIV-1 protein that degrades it), YFP fluorescence increase; Potency, µM (titrated, usually from 46.1 µM), for the others: at the highest dose activity, negative = active; hit rate 0.2% among 390,000; also: potency is read from the fitted curve at half-maximal effect; % of control where 0% means no effect; nearly all actives have a fitted effect of over 65% in size
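Fluorescence increase (Ex 488/Em 500-530) after overnight compound treatment at 37 deg C flags inhibition of Vif-driven A3F-eYFP loss in stable HeLa A3F-eYFP/Vif cells seeded overnight beforehand.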
D2 agonist: D2 dopamine receptor (human) agonism | HEK293 T-REx D2 cells, calcium flux agonist mode | activation, % at 2 µM | hit rate 0.53% among 340,000;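 active = activation over 3 SD above normal in the single-dose calcium agonist read, cut at about 30% in these data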; also: 0% is about no effect
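Calcium-flux readout, 1 cycle/sec over 180 s following compound pin transfer, in inducible HEK293 Trex D2 cells (force-coupled); dopamine controls included. Positive calcium responses during this window marked compounds as potential agonists.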
The depositor's hits bear a star; ? = inconclusive; · = not tested or not shown; & = joins results of further samples; [ ] = another dose, or the depositor's remark. Unless noted, calls follow the shape of the dose curve; as a rule, active = well fitted curve in the direction sought with a large enough effect; inconclusive = small, poorly fitted or top-dose-only effect, or another doubt; inactive = no such curve, though single readings can be large; an effect the other way counts as inactive or inconclusive.

SMILES	GRP78 ERSR act	Vif-A3G inh	ERG-DNA inh	D2 antag	12-LOX inh	RGS4 inhibitor	LDHA block	Vif-A3F inh	D2 agonist
CCC(=O)N1CCN=C1SCc1cc(C)ccc1C	-4%	0%	-12%	13	3%	29%	-5	-13%	0.1
O=C(CN1CCN(S(=O)(=O)c2ccc(Br)cc2)CC1)N/N=C/c1cccnc1	-3%	-1%	-7%	1	-7%	-8%	-6	-1%	-0.8
CC(=O)N1CCCc2cc(S(=O)(=O)N3CCCC(C(=O)Nc4ccccc4C)C3)ccc21 (stereo not drawn)	-1%	6%	19%	-2	-26%	14%	0	4%	-0.4
CN(C)C=NC(=O)c1cc(C(=O)c2ccc(Cl)cc2)c[nH]1	2%	-6%	?	3	-3%	-7%	4	3%	-1.5
O=S(=O)(NCCC(c1ccc(F)cc1)c1ccco1)c1ccccc1 (stereo not drawn)	-3%	0%	-1%	14	-24%	?	-2	1%	1.1
NC(=O)C1CCN(C(=O)c2cccc3ccccc23)CC1	-2%	1%	14%	-16	17%	-21%	-3	-14%	0.1
CCOC(=O)c1cnc2cc(C)nn2c1C	-5%	-3%	9%	-17	118%[activator]	-19%	-3	-6%	0.4
Cc1cc(-c2ccc(C(C)C)c(S(=O)(=O)NCc3ccco3)c2)on1	2%	-11%	6%	-12	?	-31%	-1	-14%	-0.4
CC(=O)c1cccc(NC(=O)CCn2c(=S)oc3ccccc32)c1	-2%	-2%	6%	-3	-18%	-27%	-11	5%	0.7
O=C(Nc1nc2ccsc2c(=O)s1)c1ccc(F)cc1	2%	4%	0%	-7	25%	-36%	-3	4%	-0.5
CCOC(=O)c1ccccc1NC(=O)c1cc(S(=O)(=O)N2CCOCC2)ccc1F	-6%	-1%	-7%	-10	0%	-18%	-7	3%	0.2
O=C(CO/N=C/c1ccc(Cl)cc1Cl)NNC(=O)c1cccc(Cl)c1	-4%	-2%	1%	1	46%[activator]	-43%	-2	13%	-0.7
CC(C)c1cccc(-c2ccc3c(c2)S(=O)(=O)c2cccc(C(=O)NCc4ccco4)c2C3=O)c1	-4%	-2%	6%	·	?	?	0	-19%	·
O=S(=O)(c1ccc(Cl)cc1Cl)n1ccnc1	-3%	1%	-3%	·	-4%	1%	-2	-4%	-0.2
CCOC(=O)c1sc(NC(=O)Cc2ccc(C)cc2)nc1C	-2%	0%	8%	-7	-1%	24%	-7	2%	-0.3
Cc1ccc(S(=O)(=O)N2CCC(C(=O)N[C@H](C(=O)N3CCN(C)CC3)C(C)C)CC2)cc1	-3%	-1%	-1%	-30	8%	29%	-9	-6%	0.3
O=C(NCc1ccc2c(c1)OCO2)C1CCCN(S(=O)(=O)c2cccs2)C1 (stereo not drawn)	-1%	2%	6%	5	-1%[57.4 µM]	1%	-2	3%	0.1
CCOC(=O)c1c(C)n(C)c2ccc(O)c(CN(CC)CC)c12	-4%	-2%	-4%	13	-11%	-23%	0	0%	-0.4
Cc1cccc(NC(=S)NNC(=O)c2csc3c2CCC(C)C3)c1 (stereo not drawn)	8%	2%	-7%	-3	?	-16%	-3	-10%	-0.4
COc1ccc(OC)c(-c2nc(C)sc2CC(=O)O)c1	-3%	0%	·	13	-7%	4%	-6	0%	0.4
CCOC(=O)C1=C(COC(=O)Cc2ccccc2[N+](=O)[O-])NC(=O)NC1C (stereo not drawn)	3%	0%	·	·	3%	·	-10	-6%	·
COc1ccc2c(C)cc(C)nc2n1	-4%	-4%	-14%	9	11%	-1%	-2	1%	-1.7
CCCNC(=O)C1(C)CCCN(Cc2ccc(Oc3ccccc3)cc2)C1 (stereo not drawn)	0%	1%	·	·	0%	·	2	·	·
COc1ccc(OC)c(NC(=O)C2(C)CCN2C(=O)C2(c3ccccc3)CCCC2)c1 (stereo not drawn)	-2%	-4%	·	·	5%	·	-4	·	·
O=C(CN1CCN(Cc2cccc(F)c2)CC1)NCc1ccccc1	-4%	1%	9%	0	-12%	9%	-7	0%	-0.3
COCc1cccc(-c2csc(C(NC(C)=O)c3cccc(F)c3)n2)c1 (stereo not drawn)	-1%	-4%	·	·	-7%	·	-2	·	·
COc1cccc(C(=O)C(=O)c2cccc(OC)c2OC)c1OC	-4%	1%	27%	·	-7%	-9%	-6	-8%	·
CCOc1ccc(NC(=O)c2ccc3snnc3c2)cc1	-1%&0%	3%&-4%	3%&3%	-32	-15%&91%	7%&-31%	-4&1	-5%&1%	0.3&0.4
C[C@H]1CN([C@@H](C)CO)C(=O)Cc2cc(NC(=O)Nc3ccccc3)ccc2O[C@H]1CN(C)Cc1ccccc1	-2%	?	-5%	·	?	3%	1	2%	·
Cc1ccc([N+](=O)[O-])cc1-c1ccc(/C=N/NC(=O)c2cc3c(ccc4ccccc43)o2)o1	-1%	1%	-8%	5	2%	-3%	-7	-6%	0.3
CC1CCN(C(=O)CCCC(=O)N2CCC(C)CC2)CC1	2%	7%	-6%	-4	-6%	-11%	2	-3%	0.7
COc1ccc(Cl)cc1CN1C(=O)C(Cc2ccccc2)ON=C1C (stereo not drawn)	-1%	-2%	·	·	-8%	·	-4	·	·
CC1CC(C)(C)Nc2ccc(OC(=O)c3ccco3)cc21 (stereo not drawn)	-15%	22µM*	5%	0	-6%	-12%	6	32µM*	0.9
Cc1cccc(NC(=O)CCNS(=O)(=O)c2cccc3nonc23)c1C	-2%	2%	-3%	31*	-1%	12%	-2	-4%	-0.5
O=C1NC(=O)C(Cc2ccc(O)cc2)N1 (stereo not drawn)	-3%	2%	11%	·	5%	-2%	4	-3%	·
CCCc1ccc(-c2cc(C(=O)N3CCN(c4ccccn4)CC3)c3ccccc3n2)cc1	-5%	-4%	5%	5	4%	6%	-9	-6%	0.9
CC(CCOC1=NS(=O)(=O)c2ccccc21)NC(=O)C(=O)Nc1ccccc1 (stereo not drawn)	3%	8%	7%	0	9%	-4%	-4	-3%	-0.4
Cc1cccc(OCC(=O)Nc2cc(C)on2)c1	-2%	-3%	0%	-3	106%[activator]	19%	-8	·	0.7
Cc1cccc(Cc2cnc(N3C(=N)SC(C)C3=O)s2)c1 (stereo not drawn)	?	-12%	-5%	·	2%	3%	-16	-5%	·
CCN(CC)c1ccc(/C=N/N(c2ccccc2)c2ccccc2)c(O)c1	-2%	0%	-19%	11	-24%	10%	12	1%	-0.3
CC1=C(C(=O)OCc2ccccc2)C(c2ccc(C(C)(C)C)cc2)NC(=O)N1CCCCCC(=O)O (stereo not drawn)	-1%	-3%	-1%	4	25µM*	-7%	-2	-1%	-1.6
Cc1c(C#N)c(SCC(N)=O)nc2c1CCCC2	-2%	-4%	0%	-5	-19%	20%	-4	-13%	0.7
Fc1ccc(C(CCCn2nnc(-c3cccnc3)n2)c2ccc(F)cc2)cc1	-5%	-10%	1%	6	?	12%	1	-1%	0.2
CC[C@]12c3[nH]c4cc(CCC(=O)N(C)C)ccc4c3CCN1C(=O)[C@@H](CC(=O)NCC13CC4CC(CC(C4)C1)C3)C[C@@H]2C(=O)N1CCN(C(=O)C2CC2)CC1	0%	-6%	-18%	·	8%	10%	-3	0%	·
Cc1ccc(-c2nc3ccsc3c(=O)[nH]2)cc1	1%	-4%	1%	-23	1%	16%	-2	-1%	-0.5
CC(C)(CO)CNC(=O)c1ccc2nc(Cc3cccc(Cl)c3)oc2c1	-2%	0%	1%	-2	6%	-11%	1	6%	-2.7
O=C(Nc1cccc(S(=O)(=O)NCc2ccco2)c1)c1cc(-c2ccc(F)cc2)nc2ccccc12	-3%	-9%	10%	7	?	-33%	0	0%	1.2
Cc1ccc(C)n1-c1ccccc1N1CCCCC1	-2%	0%	-7%	-15	40%[activator]	18%	-2	-1%	2.9
O=C(NCC(c1ccco1)N1CCCC1)c1cc(S(=O)(=O)N2CCCCC2)ccc1Cl (stereo not drawn)	-1%	0%	-6%	·	40%[activator]	7%	-2	8%	·
O=C1NC(c2ccccc2)Nc2c1sc(=S)n2-c1ccccc1 (stereo not drawn)	-3%	2%	-4%	-11	45µM*	?	-2	12%	1.0
NC1=NC(=O)/C(=C/c2ccc(Br)cc2)S1	0%	-1%	-4%	-1	10%	11%	-2	5%	-0.1
N#CC(=C(O)COC(=O)Cc1c[nH]c2ccccc12)c1nc2ccccc2[nH]1	6%	-6%	11%	·	0%	1%	3	-21%	·
CC1CC(C)CN(C(=O)C2CCN(S(=O)(=O)c3ccc4c(c3)CC(C)N4C(=O)C3CC3)CC2)C1 (stereo not drawn)	-3%	0%	-13%	·	2%	-6%	2	0%	·
CSc1ccc(CCNC(=O)c2cc(C)nn2-c2ccccc2)cc1	1%	-4%	9%	-12	9%	-22%	-3	13%	-0.4
C#Cc1cccc(Nc2nc(NCc3ccccc3OC)nc3ccsc23)c1	-5%	-10%	·	·	?	·	-10	·	·
Cc1cc(C)cc(NC(=O)CSc2nc(=O)n(CCN3CCOCC3)c3c2CCCC3)c1	-3%	-4%	-5%	-8	-27%	0%	-10	2%	-1.3

Some of the compounds tested, so the mix of outcomes need not match the whole.
